GAA glycogen mod – alters human alpha-glucosidase cleavage of glycogen; P10253; recombinant GAA, glycogen substrate, Amplex Red glucose oxidase fluorescence; Potency, µM (titrated, usually from 76.4 µM), for inactives: top-dose activity change, negative = inhibition, most hits filed as inhibitors; actives 0.38% (n = 300,000); AID 2100; active = well fitted inhibition curve with a large enough effect;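 note: 0% = full enzyme reaction and -100% = no-enzyme basal signal; the screen sought inhibitors and activators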
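Recombinant human alpha-glucosidase (4 nM final) hydrolysed bovine liver glycogen (30 ug) for 40 min at 37 C in pH 5.0 citrate/phosphate with 0.01% Tween-20. Released glucose detected by glucose oxidase/Amplex Red, Ex 573/Em 610 nm. Compounds up to 77 uM; AC50 from Hill fits.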
* hit, by the source's call; [ ] = remark or other dose. Potency is the fitted concentration of half-maximal effect. Only part of the results is shown. The share of hits here may be higher or lower than overall.

GAA glycogen mod	canonical_smiles
4%	CC1(C)CC(NCc2cccc([N+](=O)[O-])c2)CC(C)(C)N1
-7%[76.3 µM]	COc1ccc(-c2nnc(C3CCN(S(=O)(=O)c4ccccc4)CC3)o2)cc1
0%	CC(C)CCOc1ccc(C(=O)N2CCN(c3ncccn3)CC2)cc1
3%	CS(=O)(=O)C1=NN2C(=N)/C(=C\c3ccc(OCCOc4ccccc4)cc3)C(=O)N=C2S1
1%	CC(=O)Nc1ccc(SCCC2CCCCN2C)cc1 (stereo not drawn)
1%[76.3 µM]	CCOC(=O)C1=C(N)Oc2ccc3ccccc3c2C1c1ccc(O)cc1 (stereo not drawn)
-2%	COc1ccc(NC(=O)COC(=O)C2CC(=O)N(c3ccc(OC(C)C)cc3)C2)cc1 (stereo not drawn)
10%[76.3 µM]	C=Cn1cc[n+](CC(=O)c2ccc(Cl)c(Cl)c2)c1
-13%[76.3 µM]	CN(C)Cc1c(C(=O)N/N=C/c2cccc(OCc3ccccc3)c2)nnn1-c1nonc1N
-1%	Cc1ccc2c(c1)N(CC(=O)NC1CCCC1)C(=O)C(C)O2 (stereo not drawn)
-5%[76.3 µM]	Cn1ccnc1SCC(=O)Nc1ccc2c(c1)OCCO2
-1%	O=C(Nc1ncc([N+](=O)[O-])s1)C1CC(=O)N(c2ccc(F)cc2)C1 (stereo not drawn)
-7%	Cc1ccc(-c2ccc(=O)n(CC(=O)NCCN(CC(C)C)CC(C)C)n2)cc1
2%[76.3 µM]	CCN(CC(=O)Nc1ccc(NC(C)=O)cc1)C(=O)/C=C/c1cn(-c2ccccc2)nc1-c1ccc(C)cc1
1%	CC(CNC(=O)CN1C(=O)CCSc2ccccc21)c1ccccc1 (stereo not drawn)
-8%	COCCN(C(=O)CNC(=O)c1ccco1)C(C(=O)NC1CCCC1)c1cccc(OC)c1 (stereo not drawn)
-5%[76.3 µM]	O=C(CCC1CCCCC1)Nc1nnc(C(F)(F)F)s1
1%	O=c1oc2ccccc2n1Cc1ccccc1F
0%	CC(NC(=O)C1CCN(S(=O)(=O)c2ccc(Br)s2)CC1)c1ccccc1 (stereo not drawn)
-27%	CC1=NN(C(N)=S)C(=O)C1N=Nc1cccc([N+](=O)[O-])c1 (stereo not drawn)
1%	CCOc1ccc(NC(=O)C2CCCN2C(=O)NC2CCCCC2)cc1 (stereo not drawn)
-11%[76.3 µM]	CCCCC(=O)Nc1ccc(NC(=O)c2ccco2)cn1
-5%[76.3 µM]	COc1ccc2[nH]c3c(c2c1)CCN1C(=O)N([C@@H](C)C(=O)NC2CC2)C(=O)[C@]31C
-11%[76.3 µM]	COc1cc(-c2c(-c3ccc4c(c3)OCO4)noc2-c2ccsc2)ccc1F
-14%	Cc1ccc(CCN2CC(C(=O)NCCN(C)C)CC2=O)cc1 (stereo not drawn)
-1%	Cc1ccc(-c2noc(C3CCCN(C(=O)c4cccc([N+](=O)[O-])c4)C3)n2)o1 (stereo not drawn)
-6%	COC(=O)c1ccccc1NC(=S)N1CCN(c2ccccc2)CC1
1%[76.3 µM]	Cc1cc(Nc2cccc(C(=O)O)c2)n2ncnc2n1
-3%	O=C(N/C=N/O)C(c1ccccc1)c1ncc(C(F)(F)F)cc1Cl (stereo not drawn)
-7%[76.3 µM]	CC(NS(=O)(=O)c1ccccc1)C(=O)NC1CCCC1 (stereo not drawn)
1%[76.3 µM]	O=C(CC(=O)NCc1ccccc1)NCc1ccccc1
2%[76.3 µM]	CCOC(=O)N1CCN(CC(=O)c2ccc(O)c(C)c2O)CC1
5%[76.3 µM]	COc1ccc(-n2nc3c(c2NC(=O)c2ccccc2S(=O)(=O)C(F)F)CS(=O)(=O)C3)cc1
-3%[76.3 µM]	CCn1cc(/C=C(\NC(=O)c2ccccc2F)C(=O)N2CCOCC2)c2ccccc21
-2%[76.3 µM]	COc1ccc(N2C(=NC(=O)CCCc3ccccc3)SC3CS(=O)(=O)CC32)cc1 (stereo not drawn)
6%[76.3 µM]	O=C(Nc1cccc(NC(=O)c2ccccc2)n1)c1ccccc1
-1%[76.3 µM]	O=C(NC1CC1)c1cc2cc3ccccc3nc2s1
0%[76.3 µM]	O=C(CCS(=O)(=O)c1ccc(Br)cc1)NCc1ccco1
2%[76.3 µM]	O=C(NCCc1ccccc1)C(=O)c1cn(CC(=O)N2CCCC2)c2ccccc12
6%	COC(=O)c1cc(-c2ccc(Br)cc2)c2c(=O)[nH]c(=O)n(C)c2n1
-8%[76.3 µM]	Cc1cc(-n2cnnn2)cc(C)c1S(=O)(=O)NCCOc1ccccc1
-6%	CCOC(=O)NN1C(=O)c2ccccc2NC1c1cccs1 (stereo not drawn)
-8%[76.3 µM]	COc1ccc(C(=O)N2CCCC(N3CCN(c4ccccc4F)CC3)C2)c(OC)n1 (stereo not drawn)
2%	Cc1ccccc1NC(=O)CCCNC(=O)c1ccc(Cl)cc1
-9%[76.3 µM]	CN(Cc1ccccc1)C(=O)CN(c1ccccc1Cl)S(C)(=O)=O
-2%[76.3 µM]	O=C(NCc1ccccc1Cl)C1CCC(=O)N(CC2CCCCC2)C1 (stereo not drawn)
-2%	COc1ccc(OC)c(NC(=O)c2cc(-c3c(C)cc(C)cc3O)n[nH]2)c1
-8%[76.3 µM]	COc1ccc(NC(=O)CSc2ccc3nnc(CCNC(=O)c4ccccc4)n3n2)cc1

4 compounds already listed, ordered by their value in GAA glycogen mod, falling.
GAA glycogen mod	canonical_smiles
6%	COC(=O)c1cc(-c2ccc(Br)cc2)c2c(=O)[nH]c(=O)n(C)c2n1
2%	Cc1ccccc1NC(=O)CCCNC(=O)c1ccc(Cl)cc1
-2%	COc1ccc(OC)c(NC(=O)c2cc(-c3c(C)cc(C)cc3O)n[nH]2)c1
-6%	CCOC(=O)NN1C(=O)c2ccccc2NC1c1cccs1 (stereo not drawn)

Further records
GAA glycogen mod	canonical_smiles
-3%[76.3 µM]	CC12CCC(=O)N1C(C(=O)Nc1cccc(F)c1)CS2 (stereo not drawn)
-4%[76.3 µM]	COc1ccc(C(=O)CCC(=O)N2CCN(c3ccccc3)CC2)cc1
-10%[76.3 µM]	CCCOc1ccc(C(=O)Nc2ccc3c(c2)OCCO3)cc1
-3%	CC(C)c1ccc(OCC(O)CNC(C)c2ccccc2)cc1 (stereo not drawn)
-2%	Nc1cccnc1S(=O)(=O)c1ccccc1
-9%[76.3 µM]	COc1ccc(OC)c(C(=O)NC(CC(N)=O)c2ccc(NCCN3CCCC3)c([N+](=O)[O-])c2)c1 (stereo not drawn)
0%[76.3 µM]	CC(Sc1nnnn1-c1ccc(O)cc1)C(=O)NC1CCCCC1C (stereo not drawn)
-15%[76.3 µM]	COc1c(C)cc(C(=O)C2CCCN(C(=O)c3cc(C)n(C)n3)C2)cc1C (stereo not drawn)
-1%[76.3 µM]	COc1ccc(-n2c(=S)[nH]c3cc(C(=O)NCCCN4CCOCC4)ccc3c2=O)cc1OC
3%	CCCCN(C)C(=O)c1cc2cc3ccc(OC)cc3nc2o1
4%	Cc1nc(Nc2ccccc2)c2oc3ccc(Cl)cc3c2n1
2%[76.3 µM]	COc1ccccc1CNC(=O)C1CCCN(S(=O)(=O)c2cccc3nsnc23)C1 (stereo not drawn)

Structures from the list above that have a nitro group on carbon, in the order listed:
GAA glycogen mod	canonical_smiles
4%	CC1(C)CC(NCc2cccc([N+](=O)[O-])c2)CC(C)(C)N1
-1%	O=C(Nc1ncc([N+](=O)[O-])s1)C1CC(=O)N(c2ccc(F)cc2)C1 (stereo not drawn)
-27%	CC1=NN(C(N)=S)C(=O)C1N=Nc1cccc([N+](=O)[O-])c1 (stereo not drawn)
-1%	Cc1ccc(-c2noc(C3CCCN(C(=O)c4cccc([N+](=O)[O-])c4)C3)n2)o1 (stereo not drawn)
-9%[76.3 µM]	COc1ccc(OC)c(C(=O)NC(CC(N)=O)c2ccc(NCCN3CCCC3)c([N+](=O)[O-])c2)c1 (stereo not drawn)

(continued)
GAA glycogen mod	canonical_smiles
-10%	COc1ccc(/C=N/NC(=O)c2cc3c(OC)ccc(OC)c3[nH]2)cc1O
1%	CCc1ccc(OCC(=O)N2CC(C(N)=O)Oc3ccccc32)cc1 (stereo not drawn)
-4%[76.3 µM]	O=C(CCN1C(=O)/C(=C\c2ccccc2F)SC1=S)Nc1ccc(C(=O)O)c(O)c1
14%[76.3 µM]	Fc1cccc(Nc2nc(N3CCOCC3)nc(N3CCOCC3)n2)c1
13%[76.3 µM]	COc1cccc(CNC(=O)CCC(=O)N2CC(C)Oc3ccccc32)c1OC (stereo not drawn)
2%	COc1cccc(CNC(=O)c2ccc(N3CCOCC3)c([N+](=O)[O-])c2)c1
1%[76.3 µM]	O=C1CCCCN1CC(=O)N1CCCC(Nc2ccc(F)c(F)c2)C1 (stereo not drawn)
8%[76.3 µM]	CCn1c(SCC(=O)N2CCCC2)nnc1-c1ccco1
-3%[76.3 µM]	Cc1ccc(C)c(C(=O)COC(=O)C(C)N2C(=O)C3C4CCC(C4)C3C2=O)c1 (stereo not drawn)
-10%	CCN(CC)CCN1C(=O)C2C(C(=O)Nc3ccc(C(C)C)cc3)C3C=CC2(O3)C1C(=O)NC1CCCCC1 (stereo not drawn)
5%[76.3 µM]	CC(=O)N1CCN(c2ccccc2NC(=O)c2cccs2)CC1
20%[76.3 µM]	[N-]=[N+]=N[C@@H](CCN1CC[C@H](NC(=O)OCc2ccccc2)CCC1=O)c1ccccc1

Of the compounds above, these have bromine.
GAA glycogen mod	canonical_smiles
0%	CC(NC(=O)C1CCN(S(=O)(=O)c2ccc(Br)s2)CC1)c1ccccc1 (stereo not drawn)
0%[76.3 µM]	O=C(CCS(=O)(=O)c1ccc(Br)cc1)NCc1ccco1
6%	COC(=O)c1cc(-c2ccc(Br)cc2)c2c(=O)[nH]c(=O)n(C)c2n1

(more compounds)
GAA glycogen mod	canonical_smiles
-8%[76.3 µM]	O=C(CCN1CCCCC1=O)NC1CCCc2c1cnn2-c1ccccc1F (stereo not drawn)
-1%	COc1ccc(NC(=O)C2CCCN(C(=O)Nc3ccc(OC)cc3)C2)cc1 (stereo not drawn)
-3%[76.3 µM]	O=C(Nc1cc(-c2nc3ncccc3o2)ccc1Cl)c1cccs1
4%	Cc1ccccc1NC(=O)n1ncc2cc(Cl)ccc21
-4%[76.3 µM]	CC(C)NC(=O)c1sc(=S)n2c1[nH]c(=O)c1ccc(C(=O)NCCc3ccc(Cl)cc3)cc12
2%	Cc1ccc(N(CC(=O)NC2CCCC2)C(=O)c2nsc(Cl)c2Cl)cc1
3%	CN(C(=O)c1ccc(-c2nn(C)c(=O)c3ccccc23)cc1)C1CCCCC1
-16%[76.3 µM]	COc1ccccc1C(=O)Nc1cccc2cccnc12
5%	CCC(C)(C)NC(=O)CN(CC1CCCO1)C(=O)CNS(=O)(=O)c1ccccc1 (stereo not drawn)
-8%[76.3 µM]	O=C(O)c1ccc(NC(=O)C2C3CCC(O3)C2C(=O)O)cc1 (stereo not drawn)
-2%[76.3 µM]	O=C(NNC(=S)Nc1ccccc1)c1cccnc1
8%	COc1ccc(C(=O)C2CCN(CC(=O)Nc3ccc(C)cc3)CC2)cc1

Structures from the list above that contain a CF3 group, in the order listed:
GAA glycogen mod	canonical_smiles
-5%[76.3 µM]	O=C(CCC1CCCCC1)Nc1nnc(C(F)(F)F)s1
-3%	O=C(N/C=N/O)C(c1ccccc1)c1ncc(C(F)(F)F)cc1Cl (stereo not drawn)

Other compounds
GAA glycogen mod	canonical_smiles
-6%[76.3 µM]	CC(=O)c1c(C)[nH]c(C(=O)NCC2CCCCC2)c1C
-2%[76.3 µM]	COc1ccc(CN(C)C(=O)c2cc(-c3ccc(OC)c(OC)c3)nc3ccccc23)c(OC)c1
-1%[76.3 µM]	COc1ccc2ccccc2c1CNCc1ccc(C)cc1
17%[76.3 µM]	COc1ccc(NC(=O)NNC(=O)COc2cc(C)c(Cl)c(C)c2)c(OC)c1
-4%	O=C(CN1CCCCCC1)Nc1ccc(Cl)cc1F
-3%[76.3 µM]	CCC(C(=O)NC1CCCCC1)n1c2ccccc2c2nc(=O)cc(C)n21 (stereo not drawn)
-12%	COc1ccc(CCNC(=O)C2CCN(S(=O)(=O)c3ccc(NC(C)=O)cc3)CC2)cc1OC
5%[76.3 µM]	CCCCOc1ccc(C(=O)NCCc2ccccc2)cc1
-10%[76.3 µM]	Cc1ccc(S(=O)(=O)N2CCN=C2SC(C)c2ccccc2)cc1 (stereo not drawn)
2%	O=C(NC1CCCC1)C1CCCN(S(=O)(=O)c2ccc(F)cc2)C1 (stereo not drawn)
-16%[76.3 µM]	COc1ccc(CC(=O)NC2CCSc3ccccc32)cc1OC (stereo not drawn)
8%	Cc1c(Cl)cccc1NC(=O)C1CCN(c2cnccn2)CC1
0%[76.3 µM]	O=S(=O)(c1ccc(Cl)cc1)N1CCCCCC1
0%[76.3 µM]	CCc1[nH]nc(C(=O)N2CCCC(N3CCN(c4ccccc4C)CC3)C2)c1C (stereo not drawn)
7%[76.3 µM]	Cc1ccc(NC(=O)C(c2ccccc2)c2ccccc2)nc1
2%	CCn1c(C)cc(/C=C2/SC(=O)N(CC(=O)N3CCCC3)C2=O)c1C
5%[76.3 µM]	CC(C)C(NC(=O)c1ccc2c(c1)OCCO2)c1nc2ccccc2[nH]1 (stereo not drawn)
5%	O=C(NCCNC(=O)c1ccc(Cl)cc1Cl)c1cnccn1
-5%[76.3 µM]	CC(C)[C@H](NC(=O)N1c2ccccc2NC(=O)[C@@H]1C(C)C)C(=O)N1CCC[C@H]1C(=O)O

Assay outcomes (PubChem)
